Screens: PubChem, Sanford-Burnham Center for Chemical Genomics
SENP7 block = blocks the human protease SENP7. recombinant SENP7, Z-RLRGG-aminoluciferin luminescence, 40 min. inhibition, % at 5 µM. AID 434973. 330,000 tested, 1.5% active. Q9BQF6;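 active = inhibition above about 50% at the single test dose, limit read from the data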;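 also: plate controls were DMSO with enzyme for no effect and no enzyme buffer wells for full effect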
UBC13 inh = human UBC13 polyubiquitination inhibition | inhibition, % at 20 µM | UBC13 polyubiquitin chain formation, TR-FRET | 330,000 tested, 0.47% active | AID 485273; in the data active = inhibition above about 45%, passing the limit was not always enough
Target sequence (P61088 whole entry, looked up): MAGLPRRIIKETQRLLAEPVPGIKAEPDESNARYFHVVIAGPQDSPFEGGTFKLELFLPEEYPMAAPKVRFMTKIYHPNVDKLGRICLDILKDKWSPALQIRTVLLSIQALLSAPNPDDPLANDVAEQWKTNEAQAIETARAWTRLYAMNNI
SENP8 block-1 = blocks the human protease SENP8; inhibition, % at 10 µM; AID 2540; 330,000 tested, 1.2% active; Q96LD8; purified SENP8, Z-RLRGG-aminoluciferin cleavage, luminescence; in the data active = inhibition above about 50%
SENP1 FRET inh = inhibitors of human SENP1 SUMO protease catalytic domain; recombinant SENP1 catalytic domain, CyPet-SUMO1-YPet FRET cleavage; inhibition, % at 10 µM; 360,000 tested, 0.21% active;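 active = inhibition at least 30% at 10 µM, raw YFP signal under a set limit, fluorescence ratio 0.5 to 1.5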;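 also: 0% = enzyme with DMSO and 100% = no enzyme wells; some results filed as inactive read as strong as hits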
Target sequence (Q9P0U3 419-644 limits assumed): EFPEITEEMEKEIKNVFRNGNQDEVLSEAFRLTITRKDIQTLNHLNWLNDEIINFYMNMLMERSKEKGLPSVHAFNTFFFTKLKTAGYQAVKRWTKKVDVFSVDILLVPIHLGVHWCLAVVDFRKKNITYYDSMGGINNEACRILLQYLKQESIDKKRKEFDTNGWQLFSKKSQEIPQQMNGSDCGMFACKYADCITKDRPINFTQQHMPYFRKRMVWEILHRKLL
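Test system: hSENP1 catalytic domain, recombinant; Amount: 20 pM final SENP1 enzyme; Medium: Tris pH 8 buffer plus EDTA, NaCl, BME, BSA, NP40, catalase; Schedule: 50 min enzyme reaction, room temperature, light-protected; Technique: FRET fluorescence in CFP and YFP emission channels; Controls: no-enzyme wells low, DMSO-plus-enzyme wells high control.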
HKDC1 inh = blocks human hexokinase HKDC1 activity. inhibition, % at 20 µM. Q2TB90. recombinant HKDC1, G6PDH/diaphorase resazurin coupled fluorescence. 340,000 tested, 0.16% active;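 active = inhibition above about 35% when tested at 20 µM, limit read from the data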;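 also: plate controls were DMSO wells with enzyme for no effect and DMSO wells lacking enzyme for full effect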
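Test system: recombinant HKDC1 (HK5) hexokinase enzyme, produced in-house; Amount: enzyme 5 µg/mL final; Buffer or medium: Tris pH 8.0 buffer with MgCl2, Tween-20, BSA, BME; Reagent: glucose and ATP substrates; Doses: 20 µM test compound, 1% DMSO; Incubation: 90 min reaction incubation at room temperature, dark; Detection: resorufin fluorescence at 613 nm.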
PfG6PD inh = PfG6PD (Plasmodium falciparum) enzyme inhibition; inhibition, % at 20 µM; 350,000 tested, 0.78% active; PfGluPho enzyme, NADPH resazurin-diaphorase fluorescence;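 active = inhibition reaching at least a set limit at 20 µM in the primary screen, cut at about 59% in these data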;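 also: 0% = DMSO wells with substrate and 100% = DMSO wells lacking glucose-6-phosphate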
SENP8 block-2 = blocks human SENP8 cleavage of Nedd8 substrate; Q96LD8; inhibition, % at 20 µM; 360,000 tested, 0.64% active; recombinant SENP8, Nedd8 substrate fluorescence; AID 602440; in the data active = inhibition mostly above about 40%, no sharp cut-off; inactive = mostly below about 27%
SENP6 block = inhibitors of human SENP6 protease | Q9GZR1 | 330,000 tested, 1.8% active | inhibition, % at 10 µM | AID 2599 | Recombinant SENP6 catalytic domain, aminoluciferin luminescence;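 active = inhibition above about 50% at the single tested dose, limit read from the data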;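 also: plate controls were DMSO wells with enzyme for no effect and DMSO wells lacking enzyme for full effect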
Target sequence (Q9GZR1 628-1112 limits assumed): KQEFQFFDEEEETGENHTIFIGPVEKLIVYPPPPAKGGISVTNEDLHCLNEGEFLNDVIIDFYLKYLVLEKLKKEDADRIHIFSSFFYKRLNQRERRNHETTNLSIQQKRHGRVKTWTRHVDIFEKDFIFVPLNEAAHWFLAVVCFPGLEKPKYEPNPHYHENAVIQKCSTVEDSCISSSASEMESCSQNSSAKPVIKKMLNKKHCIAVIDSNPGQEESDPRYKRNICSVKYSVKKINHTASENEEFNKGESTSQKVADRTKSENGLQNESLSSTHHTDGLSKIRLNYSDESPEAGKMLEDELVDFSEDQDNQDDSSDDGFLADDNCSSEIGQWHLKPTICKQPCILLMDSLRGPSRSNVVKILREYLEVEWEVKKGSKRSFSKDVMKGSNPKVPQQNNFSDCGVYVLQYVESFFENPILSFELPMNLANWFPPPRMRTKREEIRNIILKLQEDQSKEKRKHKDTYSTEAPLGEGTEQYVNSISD
beta cell repl = induces beta-cell replication in MIN6 cells. 330,000 tested, 0.29% active. AID 2380. MIN6 cells proliferation, ATPlite luminescence, 48 h; cells starved in 0.2% serum; 100% = growth in 10% serum. proliferation, % at 10 µM;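 active = compounds whose signal lies at least 3.5 SD above the mean of all wells on their plate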;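 also: 0% = DMSO-treated cells in low-serum medium and 100% = 10% serum control; some compounds called inactive have numbers as strong as hits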
Starred values were filed as active, the others as inactive; i = inactive; nt = no result given.

SMILES | SENP7 block | UBC13 inh | SENP8 block-1 | SENP1 FRET inh | HKDC1 inh | PfG6PD inh | SENP8 block-2 | SENP6 block | beta cell repl
CC(C)C(NC(=O)c1ccccc1NC(=O)c1ccco1)C(=O)O (stereo not drawn) | -1 | 8 | -1 | 1 | -5 | -10 | 0 | -11 | 0
CN(C1CCCCC1)S(=O)(=O)c1ccc2c(c1)CCC(=O)N2 | 4 | -3 | 5 | 2 | 4 | -1 | 6 | 4 | -3
CN1C(=O)C(=O)N(CC(=O)Nc2ccccc2OC(F)F)C1=O | 0 | 8 | -12 | 0 | -7 | 4 | 8 | -11 | 4
O=S(=O)(c1ccccc1)n1ccc(-c2cnc(-c3ccccc3)s2)n1 | -5 | 4 | -9 | -3 | 3 | 18 | -300 | 0 | -4
O=C1C2CC=CCC2C(=O)N1c1n[nH]c(CCc2ccccc2)n1 (stereo not drawn) | 10 | -2 | 5 | 1 | -17 | -4 | 4 | 7 | -1
CC(=O)NCCc1nc2ccccc2n1CCOc1cccc(C)c1 | -2 | 15 | 2 | 0 | -4 | 4 | 0 | -3 | 1
COc1cccc(NC(=O)CCP(C)(=O)O)c1 | 4 | -3 | -2 | -1 | -4 | -5 | 21 | 5 | 0
O=C(/C=C/c1ccc(S(=O)(=O)N2CCOCC2)cc1)NCCc1ccc(C(F)(F)F)cc1 | 6 | 7 | 10 | 0 | -1 | 23 | 11 | 3 | -2
O=C(O)c1nc2ccccc2nc1C(=O)O | -3 | -21 | -7 | 1 | -3 | -9 | 14 | -1 | 1
CCN(Cc1ccccc1)C(=O)Cn1cnc2c1c(=O)n(C)c(=O)n2C | 5 | 3 | 4 | -4 | 4 | 8 | -5 | 12 | -1
Cc1cc(=O)n2nc(N3CCC(C(=O)NCCc4ccccc4)CC3)sc2n1 | -8 | -4 | -12 | 0 | -3 | 14 | 22 | -6 | -3
Cc1nc2ccc(NS(=O)(=O)c3ccccc3Cl)cc2s1 | 5 | -4 | -3 | 33 | 2 | 3 | -18 | 3 | -4
CCOC(=O)C1=CC[C@]2(C)c3c(c4ccccc4n3C)C(=O)C1N2C | 1 | 5 | -4 | -4 | -2 | -6 | -13 | 9 | -1
O=C(Nc1ccc(N2CCN(C(=O)c3ccco3)CC2)c(Cl)c1)c1cccnc1 | -2 | -4 | -6 | 0 | -3 | 10 | 21 | 12 | 6
CCOc1ccc(C(C)NC(=O)c2ccccc2OCc2c(C)noc2C)cc1OCC (stereo not drawn) | 0 | 2 | 7 | 2 | 1 | -2 | 4 | -3 | 5
CSc1ncccc1C(=O)OCc1ccc([N+](=O)[O-])cc1 | 9 | -12 | -8 | 0 | -5 | -3 | 10 | -1 | 3
Cc1ccc(/C=C2\SC(=S)N(CCC(=O)NNC(=O)c3ccncc3)C2=O)cc1 | -8 | -4 | 1 | -3 | -5 | 2 | 16 | -12 | -2
CC1(C)C(c2ccccc2)=NC(c2ccc(F)cc2)N1O (stereo not drawn) | 0 | 0 | 1 | 0 | -14 | 11 | 14 | 1 | -3
COc1cc(Nc2nnc(C)s2)c(Cl)cc1Cl | 9 | -4 | -1 | 0 | 0 | 20 | 10 | 1 | 0
COc1cc2c(cc1OC)CN(C(=O)c1ccccc1C(=O)O)CC2 | 10 | 4 | 5 | -2 | -1 | -12 | -82 | -5 | -2
CCCCOc1cccc(C(=O)NC(=S)Nc2cccnc2)c1 | 0 | -7 | -26 | 4 | -7 | 19 | 12 | -18 | 0
CCOC(=O)c1sc(=NC(=O)CCS(=O)(=O)c2ccccc2)n(C)c1C | 2 | 2 | 9 | -3 | -1 | 5 | -14 | 12 | 1
OC(CN1C2=NCCCN2c2ccccc21)c1ccc(Br)cc1 (stereo not drawn) | -7 | 2 | -10 | 2 | -9 | 10 | 34 | 1 | -1
CC(C)c1ccc(NC(=O)CSc2nnc(CN3CCOCC3)n2C)cc1 | 5 | 6 | -5 | 2 | -3 | -27 | 21 | -22 | 0
Cc1nc2c(=O)[nH]c(=S)n(C)c2nc1C | -1 | 6 | -2 | 0 | -20 | 65* | 20 | -7 | -1
O=C(NCCCN1CCOCC1)c1ccc(S(=O)(=O)Nc2cccc(C(F)(F)F)c2)cc1 | -1 | -3 | 2 | 1 | -6 | 18 | 12 | -9 | -1
Cn1c(NCCN2CCOCC2)nc2c1c(=O)n(Cc1cccc(Cl)c1)c(=O)n2C | 7 | -1 | 5 | -3 | 0 | -8 | 13 | -19 | 1
COc1cccc(C(c2nnnn2CS(=O)(=O)c2ccc(C)cc2)N2CCN(C)CC2)c1OC (stereo not drawn) | 3 | 1 | 4 | 2 | -8 | 3 | 28 | 4 | 0
Clc1cccc(-c2nnc(-c3ccccc3)o2)c1 | 94* | -2 | 92* | 0 | -1 | -10 | 5 | 95* | -4
COc1ccc(Cc2nnc3sc(SCC(=O)Nc4ccccc4)nn3c2=O)cc1OC | 2 | 4 | 9 | 3 | 2 | 12 | 6 | -1 | 0
CCOC(=O)[C@H]1[C@H]2COc3ccc(OC)cc3[C@@H]2N2C(=O)c3cc(C)ccc3NC(=O)[C@@]12C | -2 | 6 | -9 | 1 | -7 | 0 | -10 | -20 | 5
COc1ccc(S(=O)(=O)N2CCCCC2)cc1NC(=O)CCc1cc(OC)c(OC)c(OC)c1 | nt | nt | nt | 0 | -9 | -11 | 7 | nt | nt
CC1(C)CC(=O)C(C2NCCc3ccccc32)=C(O)C1 (stereo not drawn) | -5 | 6 | -3 | -1 | 3 | 4 | 18 | 8 | 2
CC(=O)Nc1ccc(S(=O)(=O)Nc2cccc3[nH]ncc23)cc1 | -6 | -6 | 0 | 1 | -6 | 3 | 7 | -41 | 1
COc1ccc2c(COC(=O)CNS(=O)(=O)c3ccccc3)cc(=O)oc2c1 | 7 | 3 | 2 | -40 | 4 | 10 | i | -9 | 1
O=C(NC1CCCCCCC1)c1cccnc1 | -8 | 11 | -1 | 1 | -7 | 4 | 4 | -8 | 4
COc1ccc(C(=O)NCc2nnc(SCC(=O)N3CCCC3)o2)cc1 | -19 | -10 | -15 | -2 | 2 | -3 | 0 | -18 | -6
CCOC(=O)C1(Cc2cccc(Cl)c2)CCCN(C2CCN(C(C)=O)CC2)C1 (stereo not drawn) | 8 | 11 | 9 | -53 | -3 | 16 | 1 | 24 | -2
NS(=O)(=O)c1ccc(-c2cccc(/C=C3\SC(=O)NC3=O)c2)cc1 | -9 | -16 | -11 | 0 | 6 | -2 | 7 | -24 | -5
CC/C(=N/Nc1ccccc1)c1cnnc(SC)n1 | 16 | -6 | -1 | 0 | -4 | 22 | 61* | -9 | 8.3*
Cc1oc2c(CN3CCC(C)CC3)c(O)ccc2c(=O)c1-c1ccccc1 | -7 | 13 | 0 | 1 | 2 | -7 | -271 | -22 | -3
Cn1c(=N)n(CC(=O)c2ccc(Cl)c(Cl)c2)c2ccccc21 | 52* | 19 | 36 | 3 | -2 | 30 | 9 | 51* | -5
FC(F)c1nc2ccccc2[nH]1 | 0 | 2 | 1 | 3 | -9 | -7 | 9 | 11 | 3
O=C(CCn1c(=O)[nH]c2ccccc2c1=O)NCCCN1CCN(c2cccc(Cl)c2)CC1 | 5 | 20 | 0 | 1 | -5 | 14 | 9 | 4 | 0
CCOC(=O)c1c(CN2CCOCC2)n(-c2ccccc2)c2cc(Br)c(OC)cc12 | 3 | -3 | 0 | 2 | 3 | 40 | 12 | 0 | -6
CC(C)(C)OC(=O)N1CCCN(C(=O)Nc2ccc(C(F)(F)F)cc2)CC1 | -2 | 1 | -4 | 4 | 1 | -8 | -18 | -8 | 1
CC1(c2ccc3c(c2)OCO3)NC(=O)N(CC(=O)Nc2ccccc2)C1=O (stereo not drawn) | 14 | 4 | -14 | -1 | 2 | -16 | 6 | -16 | -1
CCN(C(=O)CSc1nc2cc(C(=O)O)ccc2c(=O)n1Cc1ccccc1)c1ccccc1 | -3 | -4 | 8 | 1 | -3 | -27 | -4 | 18 | -5
COc1cc(OC)c(OC)cc1/C=C/C(=O)c1ccc(NS(=O)(=O)c2ccc(C)cc2)cc1 | -7 | -10 | -4 | -28 | -1 | 15 | -220 | -4 | -4
Cc1cc(C)cc(C(=O)OCC(=O)NC2CCCC2)c1 | 1 | 6 | 1 | 1 | -6 | 6 | 12 | -2 | -3

The list goes on (4 carried over from the part before).
SMILES | SENP7 block | UBC13 inh | SENP8 block-1 | SENP1 FRET inh | HKDC1 inh | PfG6PD inh | SENP8 block-2 | SENP6 block | beta cell repl
CC1(c2ccc3c(c2)OCO3)NC(=O)N(CC(=O)Nc2ccccc2)C1=O (stereo not drawn) | 14 | 4 | -14 | -1 | 2 | -16 | 6 | -16 | -1
CCN(C(=O)CSc1nc2cc(C(=O)O)ccc2c(=O)n1Cc1ccccc1)c1ccccc1 | -3 | -4 | 8 | 1 | -3 | -27 | -4 | 18 | -5
COc1cc(OC)c(OC)cc1/C=C/C(=O)c1ccc(NS(=O)(=O)c2ccc(C)cc2)cc1 | -7 | -10 | -4 | -28 | -1 | 15 | -220 | -4 | -4
Cc1cc(C)cc(C(=O)OCC(=O)NC2CCCC2)c1 | 1 | 6 | 1 | 1 | -6 | 6 | 12 | -2 | -3
COc1ccc(CN2CCN(C(=O)c3ccc(S(=O)(=O)N4CCCCCC4)cc3)CC2)cc1F | -1 | 1 | 9 | 3 | -1 | 0 | 10 | -7 | -4
Cc1nn(C(=O)Cn2ccc([N+](=O)[O-])n2)c(C)c1Cl | 0 | 4 | 6 | 3 | -9 | -6 | 19 | 3 | 0
CCOC(=O)Cc1csc(NC(=O)CSc2nc(N)c3c(C)c(C)sc3n2)n1 | 3 | -6 | -4 | 2 | 6 | -14 | 19 | -6 | -3
CN(C)c1ccc(/C=N/N(CCO)C2=NS(=O)(=O)c3ccccc32)cc1 | -4 | -27 | -2 | 20 | -2 | -7 | 21 | -20 | -4
CC(C)c1nc2ccccc2n1CCC(=O)O | 11 | -7 | -10 | 3 | -11 | 5 | 19 | -7 | -2
C(=NOCCc1ccccc1)c1ccncc1 | nt | nt | nt | -3 | -5 | 0 | -2 | nt | nt
Cc1ccc(NC(=O)C2CCN(S(=O)(=O)c3cnc[nH]3)CC2)nc1 | 2 | 8 | -4 | 1 | -4 | -10 | 7 | -7 | -4
CCC(Cc1ccccc1)NCc1c(C(=O)O)c(C)n(Cc2ccccc2)c1C (stereo not drawn) | 2 | 5 | 0 | 2 | -8 | 8 | 12 | -12 | 2
O=S(=O)(c1ccc2c(c1)OCCO2)N(Cc1ccc(F)cc1)Cc1nnc(-c2cccs2)o1 | 2 | 8 | -3 | 1 | 2 | 13 | 20 | 9 | 0
CN(CC(=O)Nc1ccc(Cl)c(C(F)(F)F)c1)C(=O)c1cccs1 | 4 | -2 | -5 | 0 | -1 | 24 | 6 | -12 | -3
COc1cc(OC)cc(C(=O)O/N=C(\N)c2cccc(C)c2)c1 | 12 | 2 | -8 | 2 | -1 | 18 | 7 | -3 | -2
